KAT2A inh = blocks human GCN5L2 histone acetyltransferase; Q92830; GCN5L2 HAT assay, ThioGlo1 CoA-SH fluorescence; Potency, µM (highest dose often 58.9 µM), for inactives: at the highest dose activity change, negative = inhibition, actives largely listed as inhibitors; 390,000 tested, 0.21% active
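Preincubate 20nM GCN5L2 with compound 15 min, RT → add 50uM ThioGlo1 + 75uM H3(1-25) + 70uM acetyl-CoA → read fluorescence 0 and 20 min. Primary qHTS; fluorescent artifacts likely.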
TDP1 cell noCPT = qHTS for Inhibitors of human tyrosyl-DNA phosphodiesterase 1 (TDP1): qHTS in cells in absence of CPT; DT40 Tdp1-/- hTDP1 cells, no CPT, ATP luminescence, 48 h; Potency, µM (top dose mostly 46.2 µM), without a hit: at the highest dose activity change, negative = growth inhibition, actives largely listed as inhibitors; 420,000 tested, 15% active; AID 686978, 2013; further: nearly all actives have a fitted effect of over 55% in size
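Seeded 400 DT40-hTDP1 cells/well (vehicle DMSO, no 20 nM CPT); pinned compounds; ≥48 hr at 37 °C; CellTiter-Glo luminescence as viability measure.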
TDP1 block = TDP1 (human) enzyme inhibition; 350,000 tested, 0.28% active; recombinant TDP1, AlphaScreen DNA substrate cleavage; AID 485290; Potency, µM (titrated, usually from 130 µM), without a hit: top-dose activity change, negative = inhibition, most hits filed as inhibitors; Q9NUW8; further: nearly all actives have a fitted effect of over 40% in size
Target sequence (Q9NUW8 whole entry, looked up): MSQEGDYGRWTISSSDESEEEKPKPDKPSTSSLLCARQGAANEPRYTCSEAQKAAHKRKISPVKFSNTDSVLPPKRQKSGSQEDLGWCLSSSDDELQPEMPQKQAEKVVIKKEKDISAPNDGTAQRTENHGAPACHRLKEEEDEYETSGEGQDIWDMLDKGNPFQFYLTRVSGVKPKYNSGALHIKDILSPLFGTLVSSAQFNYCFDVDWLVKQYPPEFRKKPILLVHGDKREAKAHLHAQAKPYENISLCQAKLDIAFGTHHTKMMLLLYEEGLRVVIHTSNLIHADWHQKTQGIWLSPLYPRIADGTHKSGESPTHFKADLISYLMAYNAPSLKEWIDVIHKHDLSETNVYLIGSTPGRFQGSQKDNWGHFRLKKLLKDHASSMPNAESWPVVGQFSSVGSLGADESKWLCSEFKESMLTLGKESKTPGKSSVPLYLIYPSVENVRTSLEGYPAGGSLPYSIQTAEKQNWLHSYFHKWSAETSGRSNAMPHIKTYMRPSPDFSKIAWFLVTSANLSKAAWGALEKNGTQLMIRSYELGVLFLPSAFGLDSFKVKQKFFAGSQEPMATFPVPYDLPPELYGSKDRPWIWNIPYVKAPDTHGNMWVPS
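Compounds were preincubated with Tdp1 (1 nM final) for 15 min at room temperature before substrate (15 nM final) started a 5 min reaction; beads (10 ug/ml final) were then added for 10 min before AlphaScreen detection.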
Starred values were filed as active, the others as inactive; u = inconclusive; x = no result given; & = joins results of further samples; [ ] = another dose, or the depositor's remark. The call rests on the fitted dose curve; in most records, active means well fitted curve in the direction sought with a large enough effect; inconclusive means small, poorly fitted or top-dose-only effect, or another doubt; inactive means no such curve, though single readings can be large; an effect the other way counts as inactive or inconclusive. On the % scale 0 is the no-effect control and ±100 the full control effect; potency means the concentration at half of the fitted maximal effect. An excerpt, so the mix of outcomes need not match the whole.

mol,TDP1 block,KAT2A inh,TDP1 cell noCPT
Oc1ccc(-c2nnc(-c3ccccc3)c(-c3ccccc3)n2)cc1,5%,-9%,x
O=c1c(Br)c(N2CCCC2)cnn1-c1ccccc1,4%,0%,-4%
CN1CCN(C(=S)Nc2ccc([N+](=O)[O-])cc2)CC1,5%,-8%,-13%
C=CCOc1cccc(CNCc2ccncc2)c1,x,-19%,1%
O=C(Nc1ccccc1C(=O)N1CCN(Cc2ccccc2)CC1)c1ccccc1,0%,-1%,-10%
CC(C)(NC(=O)c1cc(Cl)c2ccccc2c1O)C(=O)O,4%,-20%,5%
CSc1cccc(NC(=O)CN(c2cccc(C)c2)S(C)(=O)=O)c1,5%,-3%,u
COC(=O)c1cccc(OCC(O)Cn2cnc3cc(C)c(C)cc32)c1 (centres undefined),5%,0%,u
Cc1ccnc(Nc2nc3ccccc3o2)n1,5%,-3%,21µM*
O=C(O)CCCc1nc2ccccc2s1,4%,3%,-4%
Cc1cc(C(=O)OCC(=O)NNC(=O)c2cccs2)ccc1[N+](=O)[O-],-12%,0%,-1%
CCOc1ccc(N2CC(C(=O)NCCc3c[nH]c4ccc(OC)cc34)CC2=O)cc1 (centres undefined),x,-2%,-23%
Cn1ncc([N+](=O)[O-])c1C(=O)Nc1ccccc1C(=O)O,x,-5%,10%
O=C(Cn1cc(C(F)(F)F)cc(Cl)c1=O)Nc1ccc(N2CCOCC2)cc1,5%,-10%,2%
CCCCSc1nnc(-c2cc(Br)ccc2N)c(=O)[nH]1,0%,-1%,-22%
COc1ccc(S(=O)(=O)N(CCc2ccccc2)CC(=O)Nc2cc(Cl)ccc2C)cc1,5%[12.3 µM],-10%,u
Cc1cc(C)c(NC(=O)c2c(C)nn(-c3ccc(F)cc3)c2-n2cccc2)c(C)c1,3%,-6%,x
O=C(O)CCC(=O)Nc1nc(-c2ccccc2)cs1,0%,-20%,4%
CC1(C)NC(=O)N(Cc2cc(=O)n3ccsc3n2)C1=O,-8%,-5%,-10%
COc1ccc(N(C)C(=O)c2cn(CC(C)C)c(=O)c3cc(OC)c(OC)cc23)cc1,x,-4%,u
COC(=O)c1ccc(/C=C/C(=O)OCC(=O)Nc2sccc2C(N)=O)cc1,0%,-6%,u
COc1cc(OC)cc(C(=O)NC(C(=O)Nc2ccc3c(c2)OCCO3)C(C)C)c1 (centres undefined),2%,-17%,-28%
COc1ccc(C2=NN(C(N)=S)C(c3ccco3)C2)cc1 (centres undefined),3%,-3%,-23%
CCOC(=O)C1CCN(S(=O)(=O)c2ccc(C(C)(C)C)cc2)CC1,-1%,4%,u
CSc1ncccc1C(=O)NC(C)C1CC2CCC1C2 (centres undefined),0%,0%,2%
COc1ccc(CNC(=S)Nc2ccccc2Cl)cc1,x,-4%,-12%
COC(=O)c1ccccc1NC(=O)Cn1c(=O)n(CCC(=O)NCc2ccc3c(c2)OCO3)c(=O)c2ccccc21,5%,3%,u
CCOc1ccc(NC(=O)CCCc2cc(-c3ccc(OCC)cc3)on2)cc1,4%,-5%,u
O=[N+]([O-])c1ccc(NCCOc2ccccc2Cl)nc1,4%,-7%,-20%
COc1cc(NC(=O)Cn2nc(C(F)(F)F)c3c2CCCC3)cc(OC)c1OC,0%&5%,-4%&2%,10µM*
CCOc1ccc(NC(=O)C(=O)NCCc2csc(-c3ccc(C(F)(F)F)cc3)n2)cc1,4%,0%,1%
CCOc1cccc2cc(-c3cn4c(n3)sc3ccccc34)c(=O)oc12,0%,-3%,-4%
Nc1nc(SCC(=O)Nc2ccc(Cl)cc2C(F)(F)F)n[nH]1,2%,-18%,u
CCc1ccc(C(=O)Nc2ccc(C)c(NS(C)(=O)=O)c2)cc1,0%,-5%,-17%
CC1CCCN(S(=O)(=O)c2ccc(N3CCCCS3(=O)=O)cc2)C1 (centres undefined),1%,-4%,-28%
CCCCC(=O)Nc1cccc(NC(=O)c2cccnc2Cl)c1,x,-14%,-14%
CC(C)(C)OC(=O)C(C)(C)Sc1nnc(N)s1,3%,-1%,2%
Cc1c(Cl)cccc1NC(=O)CCN1CCCC(C)C1 (centres undefined),8%,1%,-21%
Cc1cccc(N(Cc2cc(=O)[nH]c3ccccc23)C(=O)CCl)c1,x,0%,5.2µM*
Cc1cc2nc3c(=O)n(Cc4ccccc4)c(=O)[nH]c3nc2cc1N,5%,-6%,-28%
O=C(NCCCN1CCCC1=O)c1cccc(NS(=O)(=O)c2ccc(Br)cc2)c1,-9%,-5%,u
CCCC12CN3CC(C)(CN(C1)C31CCCCC1)C2=O,-1%,-3%,4%
Cc1nc(C(=O)NNC(=O)c2ccccc2)c(C(F)(F)F)o1,3%,0%,u
COC(=O)c1ccc(Cn2cnc3nc4c(cc3c2=O)CCCC4)cc1,2%,-12%,9%
O=C(NCC(c1ccc(F)cc1)N1CCOCC1)c1ccc([N+](=O)[O-])o1 (centres undefined),0%,-2%,26µM*
CN(C(=O)CSc1nc(N)cc(N)n1)C1CCS(=O)(=O)C1 (centres undefined),1%,-18%,-1%
CC(C)(C)NC(=O)CCC1COc2ccccc2O1 (centres undefined),1%,1%,-1%
CCOc1ccc(CCNC(=O)Cn2ccc3cc(S(=O)(=O)N4CCCC4)ccc32)cc1,4%,-22%,u
c1ccc(-c2ccccc2OCCN2CCCCC2)cc1,-6%,0%,u
Cc1ccc(S(=O)(=O)N2CCCCC2)cc1NC(=O)COc1ccccc1F,2%,-4%,-27%
Cc1ccc(C)c(NS(=O)(=O)c2cc(C(=O)NCc3ccco3)ccc2C)c1,5%,-3%,-17%
O=C(c1ccc(N2CCN(C(=O)c3ccc(F)cc3F)CC2)cc1)c1cccc(F)c1,-3%,-12%,u
O=C(CNC(=O)Cn1ccc2ccccc2c1=O)NCCCN1CCN(c2cccc(Cl)c2)CC1,7%,-3%,26µM*
COc1cc(NC(=O)c2ccc(Cl)cc2)c(OC)cc1NC(=O)CN1CCCCC1,7%,-4%,18µM*
CCCCc1nc(SCCOC)c2c(=O)n(C)c(=O)n(C)c2n1,5%,1%,u
Cc1nc(CSc2nsc(C)c2C#N)cs1,3%,-3%,-9%
COc1cccc(C2CC(c3ccc(NS(C)(=O)=O)cc3)=NN2C(=O)c2ccccc2)c1OC (centres undefined),6%,-10%,u
COC(=O)C1C(=O)c2c([nH]c(C(=O)OC3CCCC3C)c2C)CC1C (centres undefined),7%,-5%,13µM*
CCOC(=O)[C@H]1[C@H]2COc3ccc(OC)cc3[C@@H]2N2C(=O)CN(Cc3ccc(OC)cc3)C(=O)[C@@]12C,0%,-4%,u
Nc1nnc(Cc2ccccc2)s1,0%,0%,-4%

(continued)
mol,TDP1 block,KAT2A inh,TDP1 cell noCPT
CCOc1ccc(CNC(=O)C2CCN(c3nnc(C)c4c(C)n(-c5ccc(C)cc5)nc34)CC2)cc1,u,-8%,23µM*
CN(C)S(=O)(=O)N1CCC(C(=O)O)(c2ccccc2)CC1,10%,-6%,-1%
Cc1cc(C)c2c(c1)cc(C)c1nnc(SCC(=O)N3CCCc4ccccc43)n12,4%,43%[activator],-27%
COc1ccc(C2C=C(c3ccc(C)cc3)Nc3ncnn32)cc1 (centres undefined),10%,u,u
O=C(CCc1ccccc1)NNC(=O)c1ccco1,6%,5%,8%
O=C(COC(=O)Cc1n[nH]c(=O)c2ccccc12)NNC(=O)c1ccccc1,5%[0.505 µM],-4%,-22%
CC1(C)Cc2cccc(OCC(=O)N3CCN(S(=O)(=O)c4ccc(F)cc4)CC3)c2O1,5%,-3%,u
Fc1ccc(/C=C2\CCCC3=C2Nc2ncnn2C3c2ccc(F)cc2)cc1 (centres undefined),13%,-12%,18µM*
CCN(C(=S)Nc1cc(S(=O)(=O)N2CCOCC2)ccc1Cl)c1cccc2ccccc12,3%,-11%,u
CCC(=O)NCc1c(C)c(C)n(Cc2ccccc2)c1-n1cccc1,4%,-5%,u
COc1ccc(N=C2SC(CC(=O)Nc3ccccc3)C(=O)N2Cc2ccco2)cc1 (centres undefined),5%,-17%,u
CCCCC(CC)CNC(=O)CCCCCn1c(=O)[nH]c2ccsc2c1=O (centres undefined),-3%,2%,23µM*
CC1(C)Cc2ccccc2C(NNC(=O)c2ccccc2)=N1,3%,-1%,-22%
COC(=O)C1CCN(C(=O)COc2cc3sc(C)nc3c3sccc23)CC1,10%,-3%,-28%
O=C(NCC(=O)N1CCN(C(=O)c2ccco2)CC1)c1cccc(Cl)c1,1%,-2%,28%
Cc1ccc(C(=O)N/C(=C/c2ccco2)C(=O)NCCc2c[nH]c3ccccc23)cc1C,-4%,-80%,u
COc1ccc(N2CCN(C(=O)CSc3nnc4c(C)cc5ccccc5n34)CC2)cc1,2%,0%,13µM*
CCn1c(SCC(=O)N/N=C/c2ccncc2)nc2ccccc21,7%,-11%,u
C=CCNC(=O)C1CCCN(S(=O)(=O)c2ccc(-n3cnnn3)cc2)C1 (centres undefined),x,1%,-2%
O=C(NNC(=O)c1ccc(S(=O)(=O)N2CCCCC2)cc1)c1ccc(F)cc1,11%,-18%,-13%

Molecules listed so far containing an aryl thioether with sulfur outside any ring (eleven):
mol,TDP1 block,KAT2A inh,TDP1 cell noCPT
CSc1cccc(NC(=O)CN(c2cccc(C)c2)S(C)(=O)=O)c1,5%,-3%,u
CCCCSc1nnc(-c2cc(Br)ccc2N)c(=O)[nH]1,0%,-1%,-22%
CSc1ncccc1C(=O)NC(C)C1CC2CCC1C2 (centres undefined),0%,0%,2%
Nc1nc(SCC(=O)Nc2ccc(Cl)cc2C(F)(F)F)n[nH]1,2%,-18%,u
CC(C)(C)OC(=O)C(C)(C)Sc1nnc(N)s1,3%,-1%,2%
CN(C(=O)CSc1nc(N)cc(N)n1)C1CCS(=O)(=O)C1 (centres undefined),1%,-18%,-1%
CCCCc1nc(SCCOC)c2c(=O)n(C)c(=O)n(C)c2n1,5%,1%,u
Cc1nc(CSc2nsc(C)c2C#N)cs1,3%,-3%,-9%
Cc1cc(C)c2c(c1)cc(C)c1nnc(SCC(=O)N3CCCc4ccccc43)n12,4%,43%[activator],-27%
COc1ccc(N2CCN(C(=O)CSc3nnc4c(C)cc5ccccc5n34)CC2)cc1,2%,0%,13µM*
CCn1c(SCC(=O)N/N=C/c2ccncc2)nc2ccccc21,7%,-11%,u

Screening data deposited in PubChem by National Center for Advancing Translational Sciences (NCATS).
